Bioassay records (PubChem BioAssay)
NCI-60 one-dose screen, 48 h, at 10 µM unless noted. Numbers give growth in % (100 = growth as untreated, 0 = no growth, -100 = all killed).
UACC-257: UACC-257 melanoma; actives 4.4% (n = 78,000)
UACC-62: UACC-62 melanoma; actives 5.4% (n = 81,000); AID 1794756
LOX IMVI: LOX IMVI melanoma; actives 7.4% (n = 79,000); AID 1794757
SK-MEL-28: SK-MEL-28 melanoma; actives 4.1% (n = 81,000)
SK-MEL-5: SK-MEL-5 melanoma; actives 6.4% (n = 80,000); AID 1794755
SK-MEL-2: SK-MEL-2 melanoma; actives 4.7% (n = 77,000)
MDA-MB-435: MDA-MB-435 melanoma | actives 7.8% (n = 82,000) | AID 1794794
MALME-3M: MALME-3M melanoma | actives 5.8% (n = 78,000)
Starred values were filed as active, the others as inactive; / = no result given; & = joins results of further samples. Rule for the calls: active = growth percent below 10; inactive = the rest.

SMILES | UACC-257 | UACC-62 | LOX IMVI | SK-MEL-28 | SK-MEL-5 | SK-MEL-2 | MDA-MB-435 | MALME-3M
COC(=O)c1ccc(C(=O)Nc2sc3c(c2C(N)=O)CCCC3)cc1 | 63 | 95 | 105 | 67 | 121 | 21 | 105 | 116
CC(=N/NC(=O)c1ccncc1)/C(C)=N/O | 101 | 100 | 94 | 108 | 101 | 94 | 105 | 100
COC(=O)CC1CC1CCc1c(-c2ccc(F)cc2)c2ccccc2n1C(C)C (configuration not stated) | 87 | 81 | 86 | 102 | 87 | 94 | 98 | 98
CCOC(=O)Sc1ncnc2nc[nH]c12 | / | 16 | 8.0* | 100 | 74 | 28 | 33 | 59
N#CCC(=O)NNc1nc2ccccc2nc1Cl | 103 | 97 | 93 | 106 | 99 | 105 | 104 | 93
CCOC(=O)CC(C(C)=O)C(=O)Nc1ccccc1 (configuration not stated) | 100 | 97 | 97 | 107 | 99 | 99 | 114 | 87
Cn1cnc([N+](=O)[O-])c1S(=O)(=O)NCN1CCOCC1 | 119 | 90 | 102 | 121 | 104 | 100 | 97 | 90
Nc1c(C(=O)Nc2cccc3cnccc23)sc2nc3c(cc12)CN(Cc1ccccc1)CC3 | 124 | 96 | 103 | 111 | 99 | 116 | 108 | 101
CCCCn1c(C)nc2ccc(Nc3nc(N4CCN(C)CC4)nc4nc[nH]c34)cc21 | 101 | 92 | 84 | 109 | 87 | / | 94 | 102
N#Cc1c(-c2ccccc2)[nH]c(=S)[nH]c1=O | 103 | 98 | / | 110 | 101 | 109 | 103 | 103
CC1=NN(C2=NC(=O)C(CC(=O)Nc3ccccc3C(F)(F)F)S2)C(c2ccc(N(C)C)cc2)C1 (configuration not stated) | 58 | 41 | 46 | 42 | 43 | 65 | -26* | 62
Cc1ccc(Nc2nn3c(=O)c4cc(Cl)ccc4nc3s2)cc1 | 86 | / | 100 | / | / | 105 | 99 | 91
CCC(C)C(N)C(=O)NC(CC(C)C)C(=O)N1CCCC1C(=O)NC(Cc1c[nH]c2ccccc12)C(=O)NC(CCCCN)C(=O)NC(Cc1c[nH]c2ccccc12)C(=O)N1CCCC1C(=O)NC(Cc1c[nH]c2ccccc12)C(=O)NC(Cc1c[nH]c2ccccc12)C(=O)N1CCCC1C(=O)NC(Cc1c[nH]c2ccccc12)C(=O)NC(CCCNC(=N)N)C(=O)NC(CCCNC(=N)N)C(N)=O (configuration not stated) | 98 | 102 | 98 | 114 | 104 | 108 | 96 | 122
C[C@H](CCC(=O)O)[C@H]1CC[C@@]2(C)[C@@H]3C(=O)C[C@H]4C(C)(C)[C@@H](O)CC[C@]4(C)[C@H]3C(=O)C[C@]12C | 98 | 98 | 93 | 114 | 95 | 93 | 107 | 90
CCCNC(=S)Nc1ccccc1 | 89 | 104 | 103 | 115 | 108 | 104 | 113 | 118
Cc1[nH]c(C2CC(c3ccccc3)=NN2c2ccc(Cl)cc2)c(C)c1C(=O)NCC(F)(F)F (configuration not stated) | 107 | 87 | 95 | 101 | 96 | 111 | 99 | 96
COC1OC(CO)C(OC)C(O)C1NC(O)COCCOC(O)CNC(=S)N=Nc1c(O)[nH]c2ccc(F)cc12 (configuration not stated) | 96 | 94 | / | 102 | 102 | 115 | 104 | 98
Cc1ccccc1C(=O)Nc1ccc(Cl)cc1 | / | / | 102 | 105 | 103 | 106 | 100 | 96
O=S(=O)(NC1C2c3ccccc3C(c3ccccc32)C1O)c1ccccc1 (configuration not stated) | 111 | 81 | 99 | 104 | 100 | 106 | 100 | 110
COC(=O)CNC(=O)c1ccc(-n2cc(-c3ccccc3)nn2)cc1 | 97 | 99 | 103 | 110 | 103 | 102 | 111 | 109

No new results follow: an excerpt of the list.
SMILES | UACC-257 | UACC-62 | LOX IMVI | SK-MEL-28 | SK-MEL-5 | SK-MEL-2 | MDA-MB-435 | MALME-3M
COC(=O)c1ccc(C(=O)Nc2sc3c(c2C(N)=O)CCCC3)cc1 | 63 | 95 | 105 | 67 | 121 | 21 | 105 | 116
CC(=N/NC(=O)c1ccncc1)/C(C)=N/O | 101 | 100 | 94 | 108 | 101 | 94 | 105 | 100
COC(=O)CC1CC1CCc1c(-c2ccc(F)cc2)c2ccccc2n1C(C)C (configuration not stated) | 87 | 81 | 86 | 102 | 87 | 94 | 98 | 98
CCOC(=O)Sc1ncnc2nc[nH]c12 | / | 16 | 8.0* | 100 | 74 | 28 | 33 | 59
N#CCC(=O)NNc1nc2ccccc2nc1Cl | 103 | 97 | 93 | 106 | 99 | 105 | 104 | 93
CCOC(=O)CC(C(C)=O)C(=O)Nc1ccccc1 (configuration not stated) | 100 | 97 | 97 | 107 | 99 | 99 | 114 | 87
Cn1cnc([N+](=O)[O-])c1S(=O)(=O)NCN1CCOCC1 | 119 | 90 | 102 | 121 | 104 | 100 | 97 | 90
Nc1c(C(=O)Nc2cccc3cnccc23)sc2nc3c(cc12)CN(Cc1ccccc1)CC3 | 124 | 96 | 103 | 111 | 99 | 116 | 108 | 101
CCCCn1c(C)nc2ccc(Nc3nc(N4CCN(C)CC4)nc4nc[nH]c34)cc21 | 101 | 92 | 84 | 109 | 87 | / | 94 | 102
N#Cc1c(-c2ccccc2)[nH]c(=S)[nH]c1=O | 103 | 98 | / | 110 | 101 | 109 | 103 | 103
CC1=NN(C2=NC(=O)C(CC(=O)Nc3ccccc3C(F)(F)F)S2)C(c2ccc(N(C)C)cc2)C1 (configuration not stated) | 58 | 41 | 46 | 42 | 43 | 65 | -26* | 62

(more compounds)
SMILES | UACC-257 | UACC-62 | LOX IMVI | SK-MEL-28 | SK-MEL-5 | SK-MEL-2 | MDA-MB-435 | MALME-3M
COc1ccc(/C=C\C(CC(NO)c2ccc(OC)cc2)=N/O)cc1 (configuration not stated) | 110 | 96 | 101 | 112 | 99 | 105 | 115 | 127
COc1ccc(Nc2ncc(C(N)=O)c(NCCCNC(=O)C3CCC3)n2)cc1 | 112 | 78 | 73 | 94 | 88 | 52 | 84 | 95
CN(C)c1ccc(CSc2ccccc2)cc1 | 99 | 108 | 101 | 112 | 98 | 110 | 104 | /
COc1cccc(NC(=O)Nc2ccc(Nc3ncnc4sc(C(=O)NCCC(=O)NO)c(C)c34)cc2)c1 | 99 | 95 | 92 | 105 | 96 | 116 | 101 | 107
Cc1cc2n(n1)-c1c(cnn(C)c1=O)Oc1ccccc1-2 | 100 | 91 | 99 | 111 | 100 | 144 | 108 | 114
CCOC(=O)c1[nH]c(CO)c(C(=O)OCC)c1C | 160 | 91 | 101 | 130 | 107 | 103 | 119 | 130
CCCCCCCCCCSC(=N)N | 30 | -35* | 48 | 89 | 51 | 62 | 30 | 81
CCC(C(C)=O)c1ccccc1 (configuration not stated) | 97 | 109 | 102 | 112 | 111 | 94 | 100 | 103
CCCCC[C@@H](O)c1ccccc1[C@@H]1O[C@@H](CCC(=O)OC)[C@H](O)[C@H]1I | 92 | 63 | 85 | 104 | 73 | 83 | 50 | 92
Cc1cccc(C)c1NC(=O)CSC(=S)N1CCN(CCOCCO)CC1 | 112 | / | 96 | 105 | 110 | 95 | 108 | 87
O=C(O)c1cn(C2CC2)c2cc(N3CCN(C(=O)C[n+]4ccccc4)CC3)c(F)cc2c1=O | 101 | 105 | 98 | 112 | 101 | 96 | 100 | 99
CCNC(=O)Nc1ccc2c(ccn2C(=O)c2cccc(F)c2)c1 | 89 | 85 | 95 | 91 | 90 | 105 | 90 | 99
COc1cc2nc(NC3CC3)nc(NC3CCN(C(C)C)CC3)c2cc1OC | 96 | 93 | 94 | 104 | 96 | 110 | 93 | 103
COc1cc2cn3c4cccnc4[nH]c(=O)c3c2cc1OC | 103 | 98 | 102 | 117 | 108 | 113 | 101 | 108
COc1ccc(Cn2nc(-c3ccc(OC)c(OC)c3)c3c2CCc2cnoc2-3)cc1 | 101 | 90 | 99 | 101 | 99 | 113 | 91 | 114
Cc1ccccc1CC(N)C(=O)O (configuration not stated) | 109 | 103 | 106 | 115 | 117 | 109 | 108 | 116
CC/C(=C\c1ccccc1O)c1ccncc1 | 97 | 84 | 97 | 111 | 90 | 93 | 108 | 122
O=c1[nH]cnc2c1ncn2C1OC(CO)C(O)C1O (configuration not stated) | 119&104&104 | 99&106&96 | 92&103&101 | 118&116&113 | 107&109&106 | 110 | 90&99&121 | 110&124&131
Cc1cc(-c2ccccc2)c(C)n1Cc1ccc(Cl)cc1 | 48 | 41 | 45 | 56 | 41 | 31 | -18* | 59
COc1ccc(N=Nc2ccc(OC)cc2)cc1 | 92 | / | 97 | 99 | 96 | 95 | 92 | 99
CCCCCCCC(=O)OC1CCC(C2CCCCC2)CC1 (configuration not stated) | / | 103 | 95 | 105 | 100 | 118 | 107 | 103
CCOC(=O)SC1=Nc2c(c(-c3ccccc3)cn2-c2ccc(C)cc2)C2=NCCN12 | 103 | 83 | 94 | 96 | 95 | 97 | 90 | 103
Clc1ncc(Br)c(NC2CCCCCC2)n1 | 100 | 97 | 101 | 107 | 99 | 121 | 101 | 113
CC(=O)[C@@H]1CC[C@]2(CO)CC[C@]3(C)[C@H](CC[C@@H]4[C@@]5(C)CCCNC(C)(C)[C@@H]5CC[C@]43C)[C@@H]12 | 123 | 95 | 96 | 113 | 93 | 105 | 97 | 93
CCc1cc(Cl)c(OC)c(C(=O)NCC2CCCN2CC)c1O (configuration not stated) | 88 | 97 | 91 | 109 | 83 | / | 93 | 108
CCn1nccc1N | 124 | 113 | 98 | 113 | 109 | / | 102 | 107
COc1cc(-c2c(C#N)c(N)nc3[nH]c(=S)[nH]c(=O)c23)cc(OC)c1OC | 83 | 99 | 92 | 104 | 100 | 109 | 102 | 97
O=C1CC2(CCOCC2)Oc2cccnc21 | 102 | 98 | 107 | 115 | 102 | 105 | 104 | 102
COc1ccc2c(c1OC)CN(C)CCc1cc3c(cc1C(=O)C2)OCO3 | 103 | / | 104 | 100 | 110 | 102 | 83 | 117
CCCCOc1cc(C(=O)O)ccc1[N+](=O)[O-] | 100 | 105 | 101 | 110 | 102 | 120 | 99 | 92
O=C1NC(=S)S/C1=C\c1cc(Br)ccc1O | 105 | 85 | 100 | 111 | 93 | 100 | 105 | 72
COc1cc2c(cc1OCCCN1CCN(c3ncnc4ccccc34)CC1)N=CC1CCCN1C2=O (configuration not stated) | / | -92* | -39* | -9.6* | -96* | 6.3* | -68* | -72*
COc1ccc(-c2nc(SCC(C)C)nc(N/N=C\c3ccc(OC)c(OC)c3)c2C#N)cc1 | 96 | 80 | 83 | 96 | 88 | 101 | 89 | 85
COc1cccc(C(=O)Nc2nc3ccc(Cl)cc3s2)c1 | 95 | 87 | 94 | 102 | 82 | 109 | 34 | 96
CC(C)NCCOC(=O)c1ccccc1 | 93 | 98 | 99 | 101 | 110 | 113 | 115 | 99
N#CC(C#N)C(C#N)(C#N)CC(=O)c1ccco1 | 106 | 82 | 90 | 100 | 93 | 102 | 103 | 78
Fc1c(-c2nnc(Cc3ccc(Cl)cc3)o2)nc2ccccn12 | 104 | 92 | 106 | 109 | 93 | 126 | 94 | 125
Cc1ccc(Nc2nc(N)[nH]c(=O)c2N=O)cc1 | 108 | 100 | 81 | 109 | 104 | 104 | 106 | 107
CC1=C(C#N)C2=NNC(=Nc3ccccc3)NN2C(c2ccccc2)=C1 | 96 | 95 | 103 | 116 | 105 | 118 | 112 | 95
CCC(=O)c1ccc([N+](=O)[O-])cc1 | 101 | 96 | 84 | 114 | 100 | 115 | 111 | 89
CCOC(=O)c1ccc2c(c1)[n+](=O)c(C(=O)C1CCCS1)c(C(F)(F)F)n2[O-] (configuration not stated) | -90* | -80* | / | -94* | -97* | -87* | -81* | /
COc1ccc(/C=N/N2CN(C(CC(N)=O)C(=O)O)P(Nc3ncccn3)N=C2N)cc1OC (configuration not stated) | 102 | 85 | 98 | 106 | 76 | 108 | 101 | 97
COc1ccc2c(c1)c(-c1nn3cc(-c4nccs4)nc3s1)cn2C | 100 | 93 | 106 | 102 | 100 | 105 | 99 | 88
Nc1nn2c(-c3ccccc3)ccnc2c1N=Nc1ccc(S(N)(=O)=O)cc1 | 102 | 97 | 107 | 105 | 102 | 100 | 99 | 99
CCSc1oc(C)nc1[P+](c1ccccc1)(c1ccccc1)c1ccccc1 | 12 | 29 | 26 | 66 | 1.8* | 50 | 25 | 31
C[C@@H](Nc1c(C#N)cnc2ccc(-c3cnc(N)nc3)cc12)c1ccccc1 | 33 | -9.7* | 12 | 20 | -74* | -43* | 11 | 8.1*
COC(=O)[C@H](CC(C)C)NC(=O)NC(=O)NC(=O)CI | 98 | 86 | -79* | 90 | 93 | 79 | 73 | -57*
COc1cc(C2CC(c3ccccc3Cl)=NN2c2ccc(-c3ccccc3)nn2)ccc1F (configuration not stated) | 96 | 82 | / | 103 | 79 | 102 | 99 | 95
C[C@H]1OC(n2cc(F)c(=O)[nH]c2=O)C(O)[C@@H]1O (some centres not stated) | 98 | 72 | 89 | 100 | / | 112 | 71 | 101
CCOC(=O)[C@@]12CCCC=C1N1c3ccccc3-c3ccnn3[C@H]1CC2 | / | 93 | 93 | 111 | 95 | 110 | 102 | 90
CN(C)c1ccc(-c2nc(N3CCOCC3)c3c4c(sc3n2)CCCC4)cc1 | 118 | 80 | 91 | 98 | 99 | 109 | 99 | 109
CC(=O)Oc1cccc2c1C(=O)c1c(OC(C)=O)cc(C(=O)O)cc1C2=O | 106 | 93 | 96 | 120 | 105 | 108 | 96 | 125
